# High-throughput results from PubChem.
# D2 potentiator: D2 dopamine receptor (human) potentiation | 340,000 compounds, 0.34% hits | P14416 | AID 485347 | potentiation, % at 10 µM | HEK293 T-REx D2, calcium flux, EC20 dopamine potentiation;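 active = potentiation over 3 SD above the plate norm, cut at about 30% in these data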; note: 0% is about no effect
#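 Potentiation of an EC20 dopamine calcium response is measured in a force-coupled, tetracycline-inducible Hek293 Trex D2 line. Compound-only kinetic reads over 180 s flag agonists before dopamine addition.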
# D2 antagonist: antagonists of human D2 dopamine receptor. P14416. inhibition, % at 10 µM. 340,000 compounds, 2% hits. HEK293 TREx D2 cells, calcium flux, dopamine EC80. AID 485344; in the data active = inhibition above about 30%; note: 0% is about no effect
#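 Compounds are added to dye-loaded, induced HEK293 T-REx cells coupled to calcium release via D2; after a 3 min kinetic read an EC80 dopamine stimulus is given and fluorescence is recorded for 3 more min.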
# RXFP1 antag: RXFP1 (human) relaxin receptor antagonism | Q9HBX9 | HEK293-RXFP1, relaxin-stimulated cAMP HTRF, 30 min; stronger effect = lower value | activity change, negative = inhibition, % at 57.5 µM | 350,000 compounds, 0.59% hits | AID 1259400;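 active = activity change of -60% or lower, but not beyond a set lower limit; inconclusive = change between -60% and -40%, or beyond the set limit; inactive = change above -40%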; note: % is set by controls: 0 for no effect and ±100 for the full control effect
# D2 agonist: D2 dopamine receptor (human) agonism | P14416 | HEK293 T-REx D2 cells, calcium flux agonist mode | activation, % at 2 µM | 340,000 compounds, 0.53% hits | AID 485358;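 active = activation over 3 SD above normal in the single-dose calcium agonist read, cut at about 30% in these data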; note: 0% is about no effect
#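 Agonism scored from kinetic calcium signal (1 read/sec, 180 s) following compound pin transfer, after a 10 s baseline. Cells: HEK293 Trex line expressing inducible D2 receptor coupled to calcium, dye-loaded after overnight culture at 30 C.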
# D1 PAM: human D1 dopamine receptor positive modulation; P21728; HEK293 TREx D1 cells, calcium flux, dopamine EC20 potentiation; potentiation, % at 10 µM; 360,000 compounds, 0.036% hits; AID 504651; in the data active = potentiation above about 30%; note: 0% is about no effect
# Target sequence (P21728 whole entry, looked up): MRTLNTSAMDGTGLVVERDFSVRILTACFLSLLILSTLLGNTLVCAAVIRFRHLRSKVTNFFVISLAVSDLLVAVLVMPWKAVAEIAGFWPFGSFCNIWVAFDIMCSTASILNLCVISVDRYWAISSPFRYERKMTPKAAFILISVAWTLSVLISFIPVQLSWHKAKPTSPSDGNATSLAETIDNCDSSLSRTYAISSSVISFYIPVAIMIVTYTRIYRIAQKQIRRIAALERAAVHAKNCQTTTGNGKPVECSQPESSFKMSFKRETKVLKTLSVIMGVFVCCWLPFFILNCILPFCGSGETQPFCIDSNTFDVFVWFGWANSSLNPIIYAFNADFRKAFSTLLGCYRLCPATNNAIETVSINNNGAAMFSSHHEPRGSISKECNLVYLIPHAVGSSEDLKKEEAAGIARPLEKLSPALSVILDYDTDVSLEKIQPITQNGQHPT
# RXFP1 ag: agonists of human relaxin receptor RXFP1 | Potency, µM (top dose mostly 57.5 µM), for the others: at the top dose activation, most hits filed as activators | 370,000 compounds, 0.3% hits | AID 2676 | HEK293T-RXFP1 cAMP TR-FRET, 30 min; response scale: percent of porcine relaxin response, buffer zero; active = well fitted activation curve with a large enough effect; inconclusive = small, poorly fitted or top-dose-only effect; note: potency is the fitted concentration of half-maximal effect; % is set by controls: 0 for no effect and ±100 for the full control effect; nearly all actives have a fitted effect of over 60% in size; many of its hits are not listed in these tables
#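 Agonist response is measured as cAMP accumulation in an RXFP1-transfected HEK293T line under PDE4 inhibition. Values are scaled between buffer-only and 29 nM porcine relaxin, and EC50s come from standard Hill equation fits.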
# D1 ag: agonists of human D1 dopamine receptor; activation, % at 2 µM; HEK293 T-REx D1 cells, calcium flux, agonist mode; 360,000 compounds, 1% hits; AID 504660; in the data active = activation above about 30%; note: 0% is about no effect
#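 Agonism was scored from calcium flux recorded over 180 s (1 read/s) after pintool compound addition, following a 10-cycle baseline. Cells were inducible force-coupled HEK293 TREx D1, plated overnight at 30 C and loaded with no-wash calcium dye.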
# TRHR PAM: TRH receptor (human) allosteric enhancement; P34981; TRHR cells, fluo-8 calcium fluorescence, EC20 TRH enhancement; enhancement, % at 2 µM; 360,000 compounds, 0.66% hits; in the data active = enhancement above about 30%; note: 0% is about no effect
# Target sequence (P34981 whole entry, looked up): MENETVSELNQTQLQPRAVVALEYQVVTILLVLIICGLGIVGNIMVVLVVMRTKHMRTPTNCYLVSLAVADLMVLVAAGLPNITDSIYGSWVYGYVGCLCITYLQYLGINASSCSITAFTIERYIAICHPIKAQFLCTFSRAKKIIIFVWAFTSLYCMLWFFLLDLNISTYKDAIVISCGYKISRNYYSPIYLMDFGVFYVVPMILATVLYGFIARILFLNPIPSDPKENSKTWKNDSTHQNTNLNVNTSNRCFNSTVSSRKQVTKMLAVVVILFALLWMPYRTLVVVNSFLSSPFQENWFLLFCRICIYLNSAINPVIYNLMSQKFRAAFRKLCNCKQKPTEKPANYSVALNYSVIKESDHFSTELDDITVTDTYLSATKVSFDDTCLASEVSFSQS
#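 Enhancer read-out: after compound pinning and an initial kinetic agonist-mode read, an EC20 of TRH (10 nM final) was injected and fluo-8 calcium signal (Ex 480/Em 530) followed at 1 s/cycle for 100 cycles in TRHR-expressing cells.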
# D1 antagonist: blocks dopamine activation of the human D1 receptor; HEK293 TREx D1 cells, calcium flux, dopamine EC80; stronger effect = lower value; activity change, negative = inhibition, % at 10 µM; 360,000 compounds, 3.2% hits; in the data active = activity change below about -30%; note: % is set by controls: 0 for no effect and ±100 for the full control effect
#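 Allosteric or orthosteric antagonism assessed as attenuation of the calcium response to EC80 dopamine, added 180 s after compound, in induced HEK293 Trex D1 cells loaded with no-wash calcium dye.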
# * = called active by the depositor; ? = inconclusive; . = no result given; & = joins results of further samples. The list is partial. The share of hits here may be higher or lower than overall.
SMILES,D2 potentiator,D2 antagonist,RXFP1 antag,D2 agonist,D1 PAM,RXFP1 ag,D1 ag,TRHR PAM,D1 antagonist
CC(C)Cc1cc(C(=O)NCCCN2CCOCC2)no1,.,.,.,.,-3,0.6%,2,0,4
COc1ccc(O)c(CN2CCCC(N3CCN(c4ccc(F)cc4)CC3)C2)c1 (stereo not drawn),-5,7,-2,1.3,-3,-1.7%,-1,5,13
O=C(c1cc(Cl)nc2ccccc12)N1CCN(S(=O)(=O)c2cccc(F)c2)CC1,-5,2,-4,-0.5,-4,0.1%,-3,-5,-13
O=C(NCCCN1CCCC1=O)c1cc2nc(-c3ccco3)cc(C(F)(F)F)n2n1,2,.,-2,.,-3,2.2%,-1,4,-9
C[C@]12CCC(=O)C=C1CC[C@@H]1[C@@H]2CC[C@@]2(C)[C@H]1CC[C@@]21CCC(=O)O1,-9,4,13,1.0,-4,3.1%,8,1,-17
COCc1cc(CN2CCN(CCCc3ccccc3)C(CCO)C2)ccc1OC (stereo not drawn),-7,8,-9,1.0,4,0.0%,1,3,12
CC(=O)NC(CC(=O)N(C)Cc1c(F)cccc1Cl)c1ccccc1 (stereo not drawn),7,-7,-1,1.2,1,0.1%,2,0,-11
Cc1ccc(OCC(=O)Nc2ccc3oc(=O)ccc3c2)cc1C,0,3,-6,-0.9,-8,4.7%,2,15,-4
Cc1ccc(NC(=S)N2CCC(c3nc4ccccc4s3)CC2)cc1,-11,13,-1,-1.8,-3,1.0%,14,5,-13
CCOc1ccccc1CN1CCN(C2CCSCC2)CC1CCO (stereo not drawn),-3,-10,10,0.9,-2,0.3%,2,-6,4
COc1ccc(S(=O)(=O)Nc2cc(C)nn2-c2ccccc2)cc1,-5,-12,-1,0.3,2,2.3%,0,16,-1
Cc1cccc(C(=O)NN2C(=O)C3C(c4ccccc4)C=CC(c4ccccc4)C3C2=O)c1 (stereo not drawn),4,-9,-2,-0.2,-1,0.7%,6,-7,-24
O=C(N/N=C/c1c(-c2ccccc2)[nH]c2ccccc12)c1cccnc1,3,4,0,-0.3,1,-0.4%,-1,3,.
C=CCn1c(SCC(=O)O)nnc1-c1ccc(C(C)(C)C)cc1,22,-11,-8,0.3,4,0.0%,2,3,3
Cc1ccc(NC(=O)C2(C)Cc3ccccc3C(=O)O2)cc1 (stereo not drawn),-7,11,10,1.1,0,-0.3%,2,12,12
CC(=O)Nc1ccc(NC(=O)CSc2ccc(-c3cccs3)nn2)cc1,1,-9,-12,2.5,-3,8.0%,1,3,8
COC(=O)c1c(C)cc(C)c2c1CC(C)(C)C2=O,15,-8,-20,-0.3,0,0.3%,1,0,16
O=C(COc1ccccc1[N+](=O)[O-])N1CCN(c2ccccn2)CC1,13,-27,20,0.4,-2,-0.5%,1,-5,3
O=C(CSc1nc(O)cc(=O)[nH]1)N1c2ccccc2CCc2ccccc21,0,0,-5,0.0,-2,0.0%,2,-2,-11
COc1cnn(C(C)(C)C)c(=O)c1Cl,-3,-8,-4,-0.9,-3,2.6%,0,-8,-7
Cc1ccccc1Cn1c2ccccc2c2cnn(CC(=O)NCCCN3CCN(C)CC3)c(=O)c21,6,-11,-3,0.7,-2,-0.2%,0,7,-3
CCOC(=O)c1ccc(NC(=O)CCc2nc(-c3cccc(C)c3)no2)cc1,2,4,-21,0.4,-5,2.0%,18,-1,-11
O=C(NCCc1nnc2ccc(NCC3CCCO3)nn12)c1ccccc1 (stereo not drawn),3,-8,-3,-0.3,2,4.4%,7,0,-8
Cc1ccc(C(=O)C[n+]2cc(Br)cc(Br)c2)cc1[N+](=O)[O-],10,8,-20,.,-12,1.0%,-1,1,12
CC(CSc1nc2ccccc2s1)Cn1c(N2CCCC2)nc2c1c(=O)[nH]c(=O)n2C (stereo not drawn),-3,9,-4,2.9,-2,3.8%,0,6,-4
O=C1C2=C(c3ccccc31)[N+](=O)C1CCCCC1N2[O-] (stereo not drawn),-4,-11,3,0.2,-5,0.4%,2,-1,-14
O=C(NCc1ccccn1)c1ccc(Cl)c(NC2=NC3CS(=O)(=O)CC3S2)c1 (stereo not drawn),10,-4,9,0.4,4,1.8%,1,-4,10
CC(C)CCNC(=O)[C@H](CSCc1ccccc1)N1Cc2ccccc2C1=O,-1,14,.,-1.4,-6,2.8%,8,-3,0
Cc1cc(C)cc(OCc2nnc(SCC(=O)OC3CCCCC3)o2)c1,-8,0,-3,-0.6,-7,6.1%,9,4,0
COc1ccc(C)cc1NC(=O)c1cccc(-c2ccc(OC(C)=O)cc2)c1,-1,-23,-4,-4.4,.,5.4%,4,-3,2
CCOC(=O)Cc1csc(NC(=O)Nc2ccc(C)cc2)n1,-2,-6,1,0.0,-3,3.0%,13,1,-28
Cc1ccc(C)c(-n2c(SCC(=O)NC(C(=O)O)C(C)C)nnc2-c2cccc(Cl)c2)c1 (stereo not drawn),12,-20,1,3.1,14,1.5%,3,-6,5
Cc1ccc(CNC(=O)CSc2c3c(nc4ccc(Cl)cc24)CCCC3)cc1,-5,.,14,-0.1,0,18%,-1,-8,6
Cc1ccc(C)c(NC(=O)C(=O)NCc2ccccn2)c1,-2,-24,-35,0.6,1,4.0%,-1,-3,-5
CCNc1nc(Oc2ccc(=O)n(C)n2)nc(N2CCOCC2)n1,-4,-4,3,0.1,-5,21%,4,3,8
COc1ccc(CN2C(=O)CC(Cc3ccc(C)cc3)C2=O)cc1OC (stereo not drawn),11,3,9,0.2,-2,-1.9%,3,-7,6
CC(Oc1ccc(Br)cc1)C(=O)Nc1nnc(C2CC2)s1 (stereo not drawn),-1,17,-18,-0.5,-1,-1.7%,15,0,24
O=C(Nc1c2c(nn1-c1ccc(Cl)cc1)CS(=O)(=O)C2)c1ccc(Br)cc1,24,.,.,-0.6,-2,-0.3%,12,2,-32*
Cc1cc(OCc2cc(C(=O)N3CCC(Oc4cccnc4)CC3)no2)cc(C)c1Cl,-15,-7,-4,51*,-6,1.8%,7,10,-10
CCc1noc(C)c1C(=O)NCCc1ccccc1,-3,-24,2,-0.3,-2,0.3%,3,1,5
CCc1ccc(/C=C2/C(=O)N(c3ccccc3)C(=S)N2CC(=O)OC)s1,20,-2,15,1.5,6,2.4%,10,5,2
CS(=O)(=O)c1ccc(NCCc2ccc(S(N)(=O)=O)cc2)c([N+](=O)[O-])c1,-10,1,-4,-1.1,-4,3.7%,7,7,13
Fc1ccccc1Nc1nc2c(s1)CCc1ccccc1-2,0,-14,.,0.3,-3,1.9%,2,-1,-7
O=C(Cn1ncc2c3ccccc3n(Cc3ccccc3)c2c1=O)NCCCN1CCCC1,-7,24,-21,0.5,5,-0.4%,3,-2,24
CCOc1ccc(N(CC(=O)NCc2ccc(F)cc2)C(=O)c2snc(C(N)=O)c2N)cc1,14,6,-15,-0.9,-5,0.5%,1,-4,2

# Next part; the last 6 above are carried over.
SMILES,D2 potentiator,D2 antagonist,RXFP1 antag,D2 agonist,D1 PAM,RXFP1 ag,D1 ag,TRHR PAM,D1 antagonist
CCc1noc(C)c1C(=O)NCCc1ccccc1,-3,-24,2,-0.3,-2,0.3%,3,1,5
CCc1ccc(/C=C2/C(=O)N(c3ccccc3)C(=S)N2CC(=O)OC)s1,20,-2,15,1.5,6,2.4%,10,5,2
CS(=O)(=O)c1ccc(NCCc2ccc(S(N)(=O)=O)cc2)c([N+](=O)[O-])c1,-10,1,-4,-1.1,-4,3.7%,7,7,13
Fc1ccccc1Nc1nc2c(s1)CCc1ccccc1-2,0,-14,.,0.3,-3,1.9%,2,-1,-7
O=C(Cn1ncc2c3ccccc3n(Cc3ccccc3)c2c1=O)NCCCN1CCCC1,-7,24,-21,0.5,5,-0.4%,3,-2,24
CCOc1ccc(N(CC(=O)NCc2ccc(F)cc2)C(=O)c2snc(C(N)=O)c2N)cc1,14,6,-15,-0.9,-5,0.5%,1,-4,2
Cc1ccc(-c2nn3c(-c4ccccc4C)nnc3c3ccccc23)cc1,8,.,-15,-0.9,-4,6.0%,3,2,6
Cc1ccc(-c2csc(N(Cc3ccccc3)C(=O)COc3ccccc3)n2)cc1,-5,-20,0,1.2,-3,0.2%,8,7,17
N#Cc1ccc(-c2cn3c(n2)SCC3)cc1,-4,7,1,1.0,-1,22%,4,-2,-1
CCc1ccc([C@@H]2C[C@H]3CN(Cc4ccccc4OC)C(=O)[C@]34CCCN24)cc1,17,9,2,1.0,-3,3.7%,1,4,6
O=C(NCCCO)c1ccc(CSc2nc3ccccc3c(=O)[nH]2)cc1,8,-1,-14,-0.6,2,-0.7%,2,11,-3
CCC(CO)Nc1ccc(-c2nn(C)c(=O)c3ccccc23)cc1[N+](=O)[O-] (stereo not drawn),16,20,-7,-1.2,-5,2.0%,1,-2,-14
CC1Oc2ccccc2N(CC(=O)N(Cc2ccccc2)Cc2ccccn2)C1=O (stereo not drawn),.,-23,20,-3.3,0,0.6%,0,-22,-3
COc1ccc(CNC(=O)c2cc3oc4ccccc4c3n2C)cc1OC,0,.,?,0.5,-7,0.1%,5,-4,3
Cc1noc(C)c1COc1cccc(C(=O)OC(C)C#N)c1 (stereo not drawn),-13,-12,-8,-4.0,-5,0.1%,4,-5,-15
COC(=O)c1ccc(COc2ccc(NC(C)=O)cc2)o1,6,-21,5,0.5,-2,-0.7%,4,7,16
CCOC(=O)C1=C(CC)OC(N)=C(C#N)C1c1cc(OC)ccc1OC (stereo not drawn),1,-1,6,-0.4,1,0.9%,5,-3,19
CN(C)S(=O)(=O)c1cccc(COC(=O)CCNC(=O)c2ccc([N+](=O)[O-])cc2)c1,-14,8,-10,-0.8,-10,2.1%,3,-2,-11
CCN(CC)CCN1C(=O)Cn2c(C)c(C)c3cccc1c32,-16&26,21&-15,-11&-22,-1.6&-1.0,-1&0,-3.6%&-5.1%,3&1,3&-12,8&27
C/C(N)=C(/C#N)C(=O)CSc1nc2ccccc2c(=O)n1-c1ccc(C)cc1,10,0,.,-0.1,1,-1.3%,4,-4,1
CC(=O)c1ccc(NC(=O)CC2Nc3cccc4cccc(c34)NC2=O)cc1 (stereo not drawn),14&9,-30,-6&-3,-0.3&0.1,0&-4,-1.4%&-3.8%,0&0,-6&10,-25&-9
Cc1c(NC(=O)Nc2ccc3c(c2)OCO3)cccc1[N+](=O)[O-],-2,-7,1,1.6,-10,-0.7%,14,-1,-44*
